HT1080 IDH1KD tx – kills HT-1080 cells with IDH1 knockdown; HT-1080 IDH1 knockdown viability, ATP luminescence, 48 h; Potency, µM (doses to about 46.1 µM), inactives show at the highest dose activity, negative = toxicity, most hits filed as cytotoxic; 2% of 360,000 active; AID 686971;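 note: potency is the fitted concentration of half-maximal effect; 0% = DMSO wells and -100% = cell-free medium wells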
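Knockdown cells (IDH1KD HT-1080) received compounds 2 h after plating at 750 cells/well and were kept 48 h at 37 °C in 5% FBS RPMI. A CellTiter-Glo luminescence read gave % activity for curve fitting.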
KB-3-1 tox – kills parental KB-3-1 adenocarcinoma cells. KB-3-1 viability, CellTiter-Glo ATP luminescence, 72 h. Potency, µM (doses to about 46.1 µM), without a hit: at the top dose activity change, negative = cytotoxic, hits mostly cytotoxic. 1.4% of 400,000 active; note: potency is the fitted concentration of half-maximal effect; % is set by controls: 0 for no effect and ±100 for the full control effect; nearly all actives have a fitted effect of over 60% in size
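Multi-concentration cytotoxicity screen in KB-3-1 cells grown in DMEM lacking phenol red with 10% FBS. After 72 h at 37 °C with compound, ATP-dependent luminescence was recorded.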
KB-V1 cytotox – kills drug-selected multidrug resistant KB-V1 cells; KB-V1 MDR cells viability, CellTiter-Glo, 72 h; Potency, µM (series often up to 46.1 µM), for the others: top-dose activity change, negative = cytotoxicity, actives largely listed as cytotoxic; 3.4% of 400,000 active; AID 1347076; note: potency is the fitted concentration of half-maximal effect; % is set by controls: 0 for no effect and ±100 for the full control effect; nearly all actives have a fitted effect of over 60% in size
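Compound-treated KB-V1 multidrug-resistant cells, 72 h, 37 degrees C; viability by CellTiter-Glo. Fitted qHTS curves give the values.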
MCF10A rereplic – induces DNA re-replication in MCF 10a normal breast cells; 2.9% of 350,000 active; MCF 10A DNA re-replication, Hoechst nuclear intensity, 48 h; Potency, µM (titrated, usually from 46.1 µM), for the others: top-dose activity, positive = re-replication, most hits filed as activators; note: potency is the fitted concentration of half-maximal effect; % of control where 0% means no effect; nearly all actives have a fitted effect of over 50% in size
S2 tox – cell viability loss in ATXN counter-screen | S2 cells (HEK-293 line with an ATXN2-luciferase reporter) viability, CellTiter-Fluor protease fluorescence, 24 h | Potency, µM (titrated, usually from 56.7 µM), actives largely listed as cytotoxic | 0.49% of 400,000 active; note: potency is the fitted concentration of half-maximal effect; nearly all actives have a fitted effect of over 40% in size
SW480 rereplic – inducers of DNA re-replication in SW480 colon cancer cells. SW480 DNA re-replication, Hoechst DNA content imaging, 48 h. Potency, µM (titrated, usually from 46.1 µM), inactives show at the highest dose re-replication activation, hits mostly activators. 1.8% of 340,000 active. AID 624297; note: potency is the fitted concentration of half-maximal effect; % of control where 0% means no effect; nearly all actives have a fitted effect of over 55% in size
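Cells (250 per well) received 23 nL compound or DMSO by pin tool and were kept 48 hr at 37 C, 5% CO2. Nuclei were then stained with Hoechst for 40 min and scanned for DNA content.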
IL-1B inflam inh – inflammasome signaling inhibition, IL-1 beta readout; THP-1 LPS/ATP IL-1B secretion, AlphaLISA, 16 h; active compounds read low; 4.7% of 360,000 active; activity change, % at 57.5 µM; AID 743279; in the data active = activity change below about -50%; inconclusive = mostly about -30% to -49%; note: % is set by controls: 0 for no effect and ±100 for the full control effect
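Secreted IL-1B measured by AlphaLISA bead assay after 16 h compound exposure of THP-1 cells; compounds (final up to 57.5 uM) added 1 h before LPS (250 ng/mL) and ATP (1.25 mM) stimulation; lower signal means less secretion.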
ATXN2 expr inh – inhibitors of ATXN2 expression; Potency, µM (titrated, usually from 57 µM), for inactives: at the highest dose activity change, negative = inhibition, most hits filed as inhibitors; HEK-293 ATXN2-luciferase reporter, luminescence, 24 h; 0.72% of 360,000 active; note: potency is the fitted concentration of half-maximal effect; % is set by controls: 0 for no effect and ±100 for the full control effect; nearly all actives have a fitted effect of over 55% in size
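ATXN2-luciferase reporter cells (luciferase flanked by upstream and downstream ATXN2 gene portions) were treated 24 h at 37 °C with compounds at up to 57 uM. SteadyGlo luminescence gave expression; GF-AFC fluorescence gave viability.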
HT1080-NT tox – kills 2HG-producing HT-1080-NT fibrosarcoma cells; HT-1080-NT fibrosarcoma viability, CellTiter-Glo ATP luminescence, 48 h; Potency, µM (top dose mostly 46.1 µM), inactives show top-dose activity, negative = less viability, most hits filed as cytotoxic; 1.6% of 360,000 active; AID 686970;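 note: NT is the 2HG producing partner of a matched IDH1 knockdown line; potency is the fitted concentration of half-maximal effect; 0% = DMSO-treated cells and -100% = media-only wells without cells; nearly all actives have a fitted effect of over 55% in size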
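Compounds were tested in concentration-response format on HT-1080-NT cells for 48 hours at 37 degrees C. Cell viability came from CellTiter-Glo luminescence; curves were classified by r2, response magnitude and activity.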
* marks the source's active call; other numbers are inactive results; i = inactive; ? = inconclusive; · = not tested or not shown; & = joins results of further samples; [ ] = remark or other dose. Unless noted, calls come from the whole dose curve; as a rule, active = well fitted curve in the direction sought with a large enough effect; inconclusive = small, poorly fitted or top-dose-only effect, or another doubt; inactive = no such curve, though single readings can be large; an effect the other way counts as inactive or inconclusive. Not a hit list; any-hit rate near 11%.

Fields – HT1080 IDH1KD tx, KB-3-1 tox, KB-V1 cytotox, MCF10A rereplic, S2 tox, SW480 rereplic, IL-1B inflam inh, ATXN2 expr inh, HT1080-NT tox
1: Nc1sc2c(c1C(=O)NCCc1ccccc1)CCC2
  4%, 11%, 0%, 4%, ?, -8%, -24, -18%, 1%
2: Cc1ccc(C(=O)C(=S)N2CCOCC2)cc1
  -4%, 2%, -22%, 2%, i, -7%, -19, 0%, -7%
3: N#Cc1cc(-c2ccccc2)nc(NN)n1
  -12%, 1%, ?, 16%, i, ?, -12, -9%, -18%
4: Cc1ccc(Cl)cc1N1CCN(C(=O)c2ccccc2SCC(=O)N2CCCC2)CC1
  -15%, 0%, -27%, 16%, i, 4%, -1, -18%, 4%[9.24 µM]
5: Cc1ccc(-n2c(CNC(=O)c3cccs3)nnc2SCC(=O)NO)cc1
  21%, -9%, 11%, 4%, i, -6%, 0, -3%, 1%
6: Cc1ccc(-c2cnc(N)n2C)cc1C
  -1%, -7%, -1%, 31%[0.0737 µM], i, -6%, -29, 5%, 0%
7: NC(=O)NCc1ccccc1F
  10%, 9%, -17%, -2%, i, -1%, 31, 9%, 11%
8: O=S1(=O)[C@H]2C[C@@H]3C=C[C@@]2(CN1Cc1ccc(F)cc1)O3
  14%, 23%&6%, 0%&-2%, -11%, i, 7%, 17, 1%, 10%
9: CCN1CCN(CC(=O)N2N=C(c3cccs3)CC2c2ccc(OC)c(OC)c2)C(=O)C1=O (stereo not drawn)
  -3%, 1%, -2%, -5%, i, -2%, -9, -12%, 15%
10: O=C(Nc1cc([N+](=O)[O-])ccc1F)c1ccc2ccccc2c1
  -2%, 1%, 5%, -3%, ?, ?, -10, -4%, 7%
11: O=C1c2c(O)cc(O)cc2O[C@H](c2ccc(O)cc2)[C@H]1O
  10%, 0%, ?, -14%, i, -4%, 31, 9%, 13%
12: Cc1ccc(CNC(=O)CCc2nc(-c3cccs3)no2)cc1
  4%, 2%, 2%, -12%, i, -12%, 22, 7%, 1%
13: O=C(NCCc1cccs1)Nc1ccc2nc([C@@H]3O[C@H](CO)[C@@H](O)[C@H]3O)[nH]c2c1
  13%, 7%, 2%, ·, i, ·, 0, 4%, 16%
14: CC(=O)N1CCc2c(sc3c2c(=O)n(CCc2ccccc2)c(=O)n3Cc2ccccc2C)C1
  ·, -6%, ?, ·, ?, ·, ·, ?, ·
15: Cc1ccccc1-c1ccc(=O)n(CC(=O)Nc2ccc(N3CCOCC3)cc2)n1
  4%, 1%, -5%, -1%, i, -2%, 0, 9%, 16%[9.24 µM]

Complete entries, looked up by structure. Screens in order: HT1080 IDH1KD tx | KB-3-1 tox | KB-V1 cytotox | MCF10A rereplic | S2 tox | SW480 rereplic | IL-1B inflam inh | ATXN2 expr inh | HT1080-NT tox
N#Cc1cc(-c2ccccc2)nc(NN)n1 is listed with -12% | 1% | ? | 16% | i | ? | -12 | -9% | -18%
O=C(NCCc1cccs1)Nc1ccc2nc([C@@H]3O[C@H](CO)[C@@H](O)[C@H]3O)[nH]c2c1 is listed with 13% | 7% | 2% | · | i | · | 0 | 4% | 16%
CCN1CCN(CC(=O)N2N=C(c3cccs3)CC2c2ccc(OC)c(OC)c2)C(=O)C1=O (stereo not drawn) is listed with -3% | 1% | -2% | -5% | i | -2% | -9 | -12% | 15%

Carrying on:
Fields – HT1080 IDH1KD tx, KB-3-1 tox, KB-V1 cytotox, MCF10A rereplic, S2 tox, SW480 rereplic, IL-1B inflam inh, ATXN2 expr inh, HT1080-NT tox
16: O=C(Nc1nc(-c2ccccc2)cs1)Nc1ccc(F)cc1F
  ?, -16%, ?, ?, i, 2%, -16, -6%, ?
17: NS(=O)(=O)c1cc(C(=O)OCC(=O)NC2CC2)ccc1Cl
  -1%, 6%, -5%, 1%, i, -6%, 23, -2%, 0%
18: Cc1ccc(C(O)c2ncc(-c3cccc4ccccc34)[nH]2)cc1F (stereo not drawn)
  ?, 0%, -1%, ·, i, ·, -14, -18%, -27%
19: CCOc1ccc(NC(=O)C/C(C)=N/NC(=O)Cc2cccs2)cc1
  10%, 4%, -7%, 3%, i, -8%, 9, 9%, 1%
20: COc1cccc(NC(=O)c2ccc3c(c2)N(C)CCS3)c1
  -5%, ?, -9%, 5%, i, 7%, -24, 91%[activator], -2%
21: COC(=O)c1cc(OC)c(OC)cc1NC(=O)c1ccco1
  -11%, 4%, ?, 3%, i, 10%, -62*, -12%, -12%
22: Cc1cccc(-n2ncc3c2CCCC3NC(=O)CN2CCCC2=O)c1C (stereo not drawn)
  -25%, -1%, -18%, ?, i, -1%, -3, -5%, -2%
23: COc1ccccc1NS(=O)(=O)c1cc(C(=O)NCC(C)(C)N2CCOCC2)ccc1C
  -9%, -9%, -9%, 1%, i, -148%[inhibitor], 11, 6%, -1%
24: O=C(NNc1ccccc1F)c1ccccc1
  9.2µM*, 12%, ?, ?, i, 18%, 1, -34%, ?
25: CCNC(=O)CN(c1ccc(Br)c(C)c1)S(C)(=O)=O
  7%, -3%, 0%, 14%, ?, 1%, -4, -21%, -2%
26: Oc1ccc(Br)cc1-c1cc(-c2ccco2)[nH]n1
  -27%, ?, ?, -2%, i, 11%, 30, 7%, -29%
27: O=[N+]([O-])c1ccc(N/N=C/c2ccc(OCc3cccc4ccccc34)cc2)nc1
  0%, ?, -12%, ?, ·, 21µM*, 14, 19%, -6%
28: CC(C)CC(=O)Nc1nnc(SCC(=O)Nc2nccs2)s1
  -1%, -8%, 24%, 1%, i, 0%, -9, -18%, 3%
29: CCC(C)(C)NC(=O)C(c1cccc(OC)c1OC)N(CC(C)C)C(=O)CCC(=O)Nc1cc(C)on1 (stereo not drawn)
  -13%, -4%, ?, -2%, ?, 2%, 0, -34%, -11%
30: Cc1ccc2oc(C(=O)N3CCN(CCO)CC3)c(C)c2c1
  -1%, 8%, 33%, -10%, i, -5%[9.22 µM], 10, 6%, 15%

Laid out differently: entries from further up
[21] COC(=O)c1cc(OC)c(OC)cc1NC(=O)c1ccco1
[22] Cc1cccc(-n2ncc3c2CCCC3NC(=O)CN2CCCC2=O)c1C (stereo not drawn)
[23] COc1ccccc1NS(=O)(=O)c1cc(C(=O)NCC(C)(C)N2CCOCC2)ccc1C

| Compound | 21 | 22 | 23 |
| --- | --- | --- | --- |
| HT1080 IDH1KD tx | -11% | -25% | -9% |
| KB-3-1 tox | 4% | -1% | -9% |
| KB-V1 cytotox | ? | -18% | -9% |
| MCF10A rereplic | 3% | ? | 1% |
| S2 tox | i | i | i |
| SW480 rereplic | 10% | -1% | -148%[inhibitor] |
| IL-1B inflam inh | -62* | -3 | 11 |
| ATXN2 expr inh | -12% | -5% | 6% |
| HT1080-NT tox | -12% | -2% | -1% |

Only MCF10A rereplic, for five of the compounds above:
| # | canonical_smiles | MCF10A rereplic |
| --- | --- | --- |
| 23 | COc1ccccc1NS(=O)(=O)c1cc(C(=O)NCC(C)(C)N2CCOCC2)ccc1C | 1% |
| 24 | O=C(NNc1ccccc1F)c1ccccc1 | ? |
| 25 | CCNC(=O)CN(c1ccc(Br)c(C)c1)S(C)(=O)=O | 14% |
| 26 | Oc1ccc(Br)cc1-c1cc(-c2ccco2)[nH]n1 | -2% |
| 27 | O=[N+]([O-])c1ccc(N/N=C/c2ccc(OCc3cccc4ccccc34)cc2)nc1 | ? |

Remaining list, next part
Fields – HT1080 IDH1KD tx, KB-3-1 tox, KB-V1 cytotox, MCF10A rereplic, S2 tox, SW480 rereplic, IL-1B inflam inh, ATXN2 expr inh, HT1080-NT tox
31: Cc1ccc(CC2CC(=O)N(c3nc4ccccc4n3C)C2=O)cc1 (stereo not drawn)
  3%, 0%, 1%, 6%, i, -3%, 20, 24%, 0%
32: Cc1ccc(S(=O)(=O)/N=c2\scc(C)n2C)cc1
  -9%, 5%, ?, 4%, i, 9%, ?, 0%, -4%
33: CC(C)N(C(=S)Nc1cccnc1)c1ccccc1
  5%, 5%, 5%, -1%, i, -10%, 7, ·, 9%
34: COC(=O)/C(=C\C(=O)c1ccc([N+](=O)[O-])cc1)Nc1ccc(OC)cc1
  -7%, 11%, 1%, -17%, i, -7%, ·, -3%, -7%
35: COc1cccc(NC(=O)c2nn(C)cc2Br)c1
  17%, ?, ?, -4%, i, -2%, -2, 40%[activator], 3%
36: CCc1cccc(OCC(=O)Nc2ccc(S(=O)(=O)Nc3onc(C)c3C)cc2)c1
  4%, 4%, -2%, 4%, i, -4%, 34, -8%, 1%
37: Cc1nnc(SCC2=C(C(=O)O)N3C(=O)C(NC(=O)Cn4ncc(Cl)c4C)C3SC2)s1 (stereo not drawn)
  17%, -5%, 12%, -1%, i, -12%, 18, 16%, 7%
38: CCOc1ccc(N2CC(C(=O)Nc3nnc(SCCOC)s3)CC2=O)cc1 (stereo not drawn)
  6%, 9%, 26%, 5%, i, -45%[inhibitor], 4, 10%, 6%
39: CC(C)(C)[C@H]1COC(=O)[C@H](NC(=O)OCC2c3ccccc3-c3ccccc32)C/C=C\C[C@@H](CC(=O)N[C@@H](CO)Cc2ccccc2)C(=O)N1
  0%, -2%, ?, 13%, ?, -1%, 21, -16%, ?
40: O=C(COC(=O)CC1CCCC1)Nc1cccc(F)c1
  4%, -7%, ?, 7%, i, -7%, 2, -7%, 8%[9.24 µM]
41: COc1ccccc1OCC(=O)NCC(c1cccs1)N1CCOCC1 (stereo not drawn)
  -7%, ·, ·, -5%, i, -1%, 11, 1%, -12%
42: CN1C(=O)/C(=C\c2ccco2)N=C1c1ccc(Cl)cc1Cl
  9%, 2%, -15%, 10%, i, -2%, -21, 13%, -1%
43: CCc1nc2ccccc2n1CCC(=O)O
  7%[9.24 µM], 1%, -1%, ?, i, 2%, 8, 2%, -3%
44: CC(=O)NCCNC(=O)c1ccc(Cn2c(=O)[nH]c3ccsc3c2=O)cc1
  4%, 3%, 12%, 1%, i, -2%, 29, 4%, 3%
45: CC(=O)c1cn(CC(=O)Nc2ccccc2)c2ccccc12
  -14%, ?, -19%, -5%, i, -18%, 21, -13%, -29%
